# inhibitors of VEEV: inhibitors of VEEV TC-83 cytopathic effect, confirmation, Vero cells (AID 588727); Vero cells, VEEV TC-83 cytopathic effect inhibition; higher % means a stronger effect; actives 0.13% (n = 350,000); one-dose inhibition, % at 20 µM; IC50 in µM for titrated hits; in the data active = a potency from the dose series; inconclusive = inhibition mostly from about 14% at the one dose, without a potency; inactive = the rest, 99 in 100 with inhibition below about 12%; also: strong numbers were not always called active
# M. tuberculosis HTS: M. tuberculosis growth inhibition, HTS (AID 449762); inhibition, % at 25 µM, or IC50 in µM where a hit was titrated; actives 0.59% (n = 330,000); M. tuberculosis H37Rv growth inhibition, 7H9 media; higher % means a stronger effect; in the data active = a potency from the dose series; inconclusive = inhibition above about 70% without an active follow-up result;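 also: bacterial growth assessed after seven days of incubation; strong numbers were not always called active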
# Salmonella PhoP GFP: PhoP regulon inhibitors, Salmonella typhi PhoP promoter GFP reporter, confirmatory (AID 1850); Salmonella Typhi PhoP-promoter GFP reporter, fluorescence, 4 h; higher % means a stronger effect; one-dose inhibition, % at 50 µM; IC50 in µM for titrated hits; actives 0.33% (n = 310,000); in the data active = a potency from the dose series; inconclusive = inhibition mostly from about 25% at the one dose, without a potency; inactive = the rest, 99 in 100 with inhibition below about 19%;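 also: 0% = induced wells with vehicle and 100% = uninduced wells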
# influenza NS1A: NS1A inhibition, H1N1 influenza, cell based functional assay (AID 504329). NS1A functional cell-based assay, percent inhibition; higher % means a stronger effect. actives 0.3% (n = 340,000). inhibition, % at 12.5 µM; hits with a dose series show IC50 in µM; in the data active = a potency from the dose series; inconclusive = inhibition above about 27% without an active follow-up result; also: strong numbers were not always called active
# tuberculosis growth: growth inhibition of non-replicating M. tuberculosis (AID 488890); inhibition, % at 25 µM; hits with a dose series show IC50 in µM; actives 0.39% (n = 320,000); Mycobacterium tuberculosis non-replicating, growth inhibition; higher % means a stronger effect; in the data active = a potency from the dose series; inconclusive = inhibition mostly from about 82% at the one dose, without a potency; inactive = the rest, 99 in 100 with inhibition below about 76%;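 also: plate controls were DMSO cells for no effect and high antibiotic wells for full effect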
# inhibitors of VEEV 10K pilot screen: also measured in inhibitors of VEEV; calls as there; inhibition, %; measured here: 10K pilot screen inhibition
# Numbers without * were called inactive; i = inactive; ? = inconclusive; / = not tested or not shown.
SMILES,inhibitors of VEEV,M. tuberculosis HTS,Salmonella PhoP GFP,influenza NS1A,tuberculosis growth,others
COC(CNC(=O)C(=O)NCC1OCCN1S(=O)(=O)c1ccccc1)OC (centres undefined),0.7%,-9%,-6%,-8%,-4%,
Cc1cc([N+](=O)[O-])ccc1NC(=O)CSc1nnc(C)n1C,i,1%,-2%,-16%,10%,
CN=c1nc(-c2ccccc2)n(-c2ccccc2)s1,9.8%,-4%,2%,12%,2%,
CN(C)CCN(C(=O)c1ccc2c(c1)OCCO2)c1nc2ccc(Cl)cc2s1,0.8%,2%,6%,22%,-8%,
Cc1cc(-n2c(C)cc(C(=O)CSc3nc(N)cc(=O)[nH]3)c2C)no1,0.4%,-7%,9%,7%,21%,
[O-]/[N+](=C\c1ccncc1)c1ccc(Br)cc1,2.3%,-5%,-11%,-4%,69%,
COC1=NS(=O)(=O)c2ccccc21,0.4%,6%,-11%,-8%,-8%,
Cc1cc(C)n2nc(C(=O)N(C)C(c3ccccc3)c3ccccc3)nc2n1,0.1%,-6%,-9%,-14%,8%,
O=C(CNC(=O)c1cc2c(n(-c3ccccc3)c1=O)CCCC2=O)c1ccccc1,2.2%,-2%,-7%,10%,-3%,
NC(=O)c1cc(S(=O)(=O)N2CCOCC2)ccc1N1CCCC1,0.4%,-4%,-10%,16%,-15%,
COc1ccc(/C=C/C(=O)Nc2nc(N)n(-c3ccccc3)n2)cc1,1.1%,2%,-8%,-6%,18%,
CC(=O)Oc1c(Cl)cc(Cl)cc1/C=C/c1ccc2ccccc2n1,i,2%,-13%,20%,45%,
COc1cccc(/C=N/Nc2nc3ccccc3[nH]2)c1O,?,-1%,10%,-11%,5%,
COc1ccc(NC2=CC(c3ccc(OC)c(OC)c3)N(c3ccc(OC)cc3)C2=O)cc1 (centres undefined),0.2%,52%,-6%,5%,18%,
Nn1c(SCC(=O)Nc2ccc3c(c2)OCCO3)nnc1C(F)(F)F,0.7%,1%,12%,-16%,3%,
COC(=O)C1=C(c2ccc(OC)c(OC)c2)C[C@@H]2CC[C@H]1N2C(=O)N1CCCC1,0.1%,-1%,/,-2%,3%,
CCOCCCNC(=S)N(CCO)Cc1cc2cc3c(cc2[nH]c1=O)OCCO3,0.1%,-4%,-8%,-4%,1%,
CCOC(=O)CNS(=O)(=O)c1c(C)noc1C,2.0%,2%,1%,-10%,-1%,
COc1cccc(NC(=O)C2Cc3ccccc3CN2C(=O)c2ccco2)c1 (centres undefined),2.0%,2%,-5%,-5%,5%,
Cc1c(NC(=O)c2ccc(Cl)c(S(=O)(=O)N3CCOCC3)c2)c(=O)n(-c2ccccc2)n1C,i,2%,-7%,-2%,-1%,
CCOc1ccccc1N1CCN(Cc2cc3c(cc2[N+](=O)[O-])OCO3)CC1,1.6%,12%,-4%,0%,58%,
COc1ccc(C2C=C(c3cccs3)Nc3nc(CCCO)nn32)cc1 (centres undefined),/,0%,-30%,/,2%,
Cc1ccccc1-n1c(SCC(=O)N(C)C2CCS(=O)(=O)C2)nc2ccccc2c1=O (centres undefined),7.5%,-2%,-12%,-7%,1%,
Oc1ccc(-c2nccc(-c3ccccn3)n2)cc1,3.2%,10%,5%,-17%,-12%,
CC(C)(C)C1CCC(C(=O)OCC(=O)N2CCN(C(=O)c3ccco3)CC2)CC1 (centres undefined),0.5%,4%,-8%,-8%,1%,
CC(C)(C)NC(=O)COc1ccc(CNc2ncn[nH]2)cc1,0.6%,3%,10%,-4%,-2%,
COc1cc(OC)c(OC)cc1/C=N/NC(=S)NCC1CCCO1 (centres undefined),0.6%,-9%,9%,-1%,-7%,
CCc1cccc(NC(=O)CN(C)C2=NS(=O)(=O)c3ccccc32)c1,0.4%,-6%,/,0%,-11%,
O=[N+]([O-])c1ccc(N2CCN(C(=S)c3cccc([N+](=O)[O-])c3)CC2)cc1,1.5%,-3%,3%,-1%,?,
Nc1ccc(OCCCc2c(N)nc(N)nc2N)cc1,i,-1%,-1%,16%,48%,
Cc1ccc(/C=N/NC(=O)c2nnn(-c3nonc3N)c2CSc2ccccc2)s1,i,12%,1%,9%,4%,
CSc1ccc(/C=C(\NC(=O)c2ccc(C)cc2)C(=O)NN)cc1,0.6%,-1%,5%,/,15%,
Cc1ccc(S(=O)(=O)N(C)c2ccc(C(=O)NCc3ccccc3F)cc2)cc1,2.6%,4%,8%,-5%,16%,
Cc1ccc(C)n1CCN1CCN(C(=O)CC#N)CC1,0.4%,0%,-10%,-9%,13%,
CN(C)S(=O)(=O)c1ccc(C(=O)OCn2nnc3ccccc3c2=O)cc1,0.3%,?,0%,14%,77%,
CN(C)c1ccc(/C=C(\NC(=O)c2ccccc2)C(=O)N/N=C/c2ccc(C(=O)O)cc2)cc1,2.0%,4%,10%,2%,11%,
Cc1ccc(C(=O)Cn2c(C)cc(C)c(C#N)c2=O)cc1,1.0%,15%,-7%,1%,5%,
Cc1ccc[n+](CC(=O)Nc2nc3ccccc3s2)c1,0.2%,1%,-4%,-2%,2%,
Cn1c(CO)cnc1S(=O)(=O)Cc1ccc([N+](=O)[O-])cc1,1.2%,-7%,4%,-5%,-12%,
CCOc1ccc(C(=O)Nc2ccc(NC(=O)c3ccccc3)c(C)c2)cc1[N+](=O)[O-],0.6%,-6%,0%,0%,7%,
Cc1ccc(CN2CC(=O)N3[C@H]4c5cc(Cl)ccc5OC[C@@H]4[C@H](c4ccccc4)[C@]3(C)C2=O)cc1,5.6%,32%,/,13%,39%,
COc1ccccc1-n1cnnc1SCC(=O)NCc1cccs1,1.3%,7%,-23%,-12%,3%,
CSc1ccccc1NC(=O)C1CC(c2ccccc2O)=NO1 (centres undefined),0.0%,9%,2%,-8%,25%,
O=C(NCCN1CCCCC1)c1ccco1,1.9%,-3%,6%,1%,-4%,
COc1ccc(-c2nn(-c3ccccc3)cc2C(=O)N(C)CC(=O)Nc2ccc(N3CCOCC3)cc2)cc1,0.8%,-5%,1%,-9%,-10%,
Cc1cc(C(=O)OCC(=O)Nc2cc(S(=O)(=O)N(C)C)ccc2C)c2ccccc2n1,3.4%,-3%,14%,4%,2%,
COc1ccc(CCNC(=O)C2CC(c3ccc(C(F)(F)F)cc3)=NO2)cc1 (centres undefined),i,10%,-14%,-5%,40%,
COc1ccc(NC(=O)CN2CCN(S(=O)(=O)c3ccc(F)cc3)CC2)cc1Cl,2.5%,3%,6%,-10%,9%,
COc1ccccc1CNC(=O)COC(=O)/C=C/c1ccc(OC(F)F)c(OC)c1,3.4%,9%,4%,-9%,-9%,
CCCCn1c(N)c(N(CC(C)C)C(=O)C2CCC2)c(=O)[nH]c1=O,0.4%,-8%,/,-6%,-21%,

# Further entries follow.
SMILES,inhibitors of VEEV,M. tuberculosis HTS,Salmonella PhoP GFP,influenza NS1A,tuberculosis growth,others
Cc1cccc(NC(=O)c2cc(-c3ccccn3)nc3ccccc23)c1C,9.0%,1%,6%,-10%,14%,
CCCS(=O)(=O)N1CCn2c(nc3ccccc32)C1,8.1%,3%,-2%,5%,-1%,
Cc1cc(C)cc(OCC(=O)NNC(=O)C2CCCO2)c1 (centres undefined),1.0%,1%,3%,11%,12%,
O=c1[nH]c2cc3c(cc2cc1CN(Cc1ccco1)C(=S)NCCCN1CCOCC1)OCCO3,3.3%,-6%,2%,2%,7%,
O=C(O)CN1C(=O)C2(OCCO2)c2cc(Br)ccc21,2.1%,6%,2%,5%,-3%,
CCOc1ccc(NC(=S)N(CCOC)C(C)c2ccco2)cc1 (centres undefined),1.9%,4%,1%,-5%,0%,
CCCCOc1ccc(C(=O)Nc2ccc(N3CCN(C(C)=O)CC3)cc2)cc1,3.3%,5%,-17%,-8%,46%,
CCc1ccc2cccc3c2c1N=CN3C,i,1%,1%,-11%,-14%,
Cn1c(=O)oc2cc(S(=O)(=O)N3CCCC(C(=O)NCc4ccc5c(c4)OCO5)C3)ccc21 (centres undefined),0.1%,2%,10%,-8%,/,
CC(c1ccccc1)n1cnc2ccccc21 (centres undefined),5.0%,-5%,-6%,-11%,11%,

# By substructure, those above containing a cyano group (2)
SMILES,inhibitors of VEEV,M. tuberculosis HTS,Salmonella PhoP GFP,influenza NS1A,tuberculosis growth,others
Cc1ccc(C)n1CCN1CCN(C(=O)CC#N)CC1,0.4%,0%,-10%,-9%,13%,
Cc1ccc(C(=O)Cn2c(C)cc(C)c(C#N)c2=O)cc1,1.0%,15%,-7%,1%,5%,

# For reference, some entries already given:
SMILES,inhibitors of VEEV,M. tuberculosis HTS,Salmonella PhoP GFP,influenza NS1A,tuberculosis growth,others
Cc1cccc(NC(=O)c2cc(-c3ccccn3)nc3ccccc23)c1C,9.0%,1%,6%,-10%,14%,
CCCS(=O)(=O)N1CCn2c(nc3ccccc32)C1,8.1%,3%,-2%,5%,-1%,
Cc1cc(C)cc(OCC(=O)NNC(=O)C2CCCO2)c1 (centres undefined),1.0%,1%,3%,11%,12%,
O=c1[nH]c2cc3c(cc2cc1CN(Cc1ccco1)C(=S)NCCCN1CCOCC1)OCCO3,3.3%,-6%,2%,2%,7%,
O=C(O)CN1C(=O)C2(OCCO2)c2cc(Br)ccc21,2.1%,6%,2%,5%,-3%,
CCOc1ccc(NC(=S)N(CCOC)C(C)c2ccco2)cc1 (centres undefined),1.9%,4%,1%,-5%,0%,
CCCCOc1ccc(C(=O)Nc2ccc(N3CCN(C(C)=O)CC3)cc2)cc1,3.3%,5%,-17%,-8%,46%,

# The list goes on.
SMILES,inhibitors of VEEV,M. tuberculosis HTS,Salmonella PhoP GFP,influenza NS1A,tuberculosis growth,others
Cc1cc(-c2onc(C)c2C(=O)O)no1,i,-7%,14%,4%,-9%,
CC(C)Oc1cccc(C(=O)Nc2ccc(CN3CCOCC3)cc2)c1,1.2%,0%,0%,4%,18%,
CCN(CC(=O)NCc1cccs1)C(=O)c1cccc(S(=O)(=O)N2CCc3ccccc32)c1,6.4%,-1%,2%,-3%,21%,
CCOc1cc2c(cc1OCC)-n1cccc1C(c1ccc(OC)cc1)NC2 (centres undefined),0.5%,12%,-1%,10%,34%,
O=C1CCC[C@@H]2Cc3[nH]c4c(Cl)ccc(Cl)c4c3[C@@H]3CCN1[C@H]23,1.5%,4%,8%,3%,13%,inhibitors of VEEV 10K pilot screen=5.1
O=C(COC(=O)c1ccc(S(=O)(=O)N2CCCCC2)cc1)Nc1ccccc1,i,-5%,/,3%,-5%,
O=C(c1cc2cc(F)ccc2[nH]1)N1CCc2ccccc2C1,3.1%,0%,0%,-4%,20%,
Cc1cccc(C)c1NC(=O)N1C2CCC1CC(O)(c1cccnc1)C2 (centres undefined),1.9%,-2%,-3%,-5%,15%,
Cc1ccc(NNC(=O)c2cc(C)on2)c(C)c1,i,46%,6%,-1%,-16%,
CN(C)c1ccc(/C=N\NC(=O)c2ccc(Cn3cc(Cl)cn3)cc2)cc1,1.2%,2%,5%,15%,2%,
Cn1nc(-c2ccc(S(N)(=O)=O)s2)cc1C(F)(F)F,2.2%,-10%,7%,1%,-20%,
Cc1cc(C)c(S(=O)(=O)c2ccccc2C)c(SCC(C)C)n1,2.3%,11%,10%,5%,8%,
C=CCOC(=O)C1=C[C@@H](c2ccccc2)C[C@@H](OCc2ccc(CO)cc2)O1,6.9%,37%,-3%,-11%,-2%,
COc1ccccc1C(=O)Nc1ccccc1N1CCOCC1,3.7%,0%,-5%,9%,-7%,
Cc1ccc(/C=N/NC(=O)CC(=O)NCc2cccnc2)cc1,i,-12%,-4%,-6%,-20%,
CCC(=O)Nc1ccnc(-c2cccnc2)n1,3.2%,-5%,-10%,1%,15%,
COc1cccc(NC(=O)C2CCN(S(=O)(=O)c3ccc4c(c3)C(C)(C)C(=O)N4C)CC2)c1,0.6%,-4%,/,4%,-2%,
COc1ccccc1N1CCN(C(=O)c2cc3c(-c4ccc(Cl)cc4)nn(C)c3s2)CC1,7.8%,18%,-9%,-10%,/,
Cc1cc(NS(=O)(=O)c2ccc(NC(=O)c3ccc([N+](=O)[O-])s3)cc2)nc(C)n1,4.2%,?,/,-5%,?,
CC(C)CNC(=O)c1cccc(NC(=O)c2ccccc2-c2ccccc2C(=O)O)c1,0.4%,-4%,-5%,-5%,58%,
CCN(CC)CCNC(=O)c1ccc(NC(=O)C2CC(=O)N(CCc3ccc(OC)c(OC)c3)C2)cc1 (centres undefined),2.5%,-4%,/,-6%,3%,
CCC(C)[C@H](NC(=O)NCc1ccc(Cl)cc1)C(=O)OC (some centres undefined),i,3%,-1%,-1%,37%,
O=C(NC(NC(=S)Nc1c(Cl)cc(Cl)cc1Cl)C(Cl)(Cl)Cl)OCc1ccccc1 (centres undefined),1.4%,-5%,-4%,1%,8%,
